Screens: PubChem BioAssay, several laboratories
aDG glyco act = activators of alpha-DG glycosylation, primary screen, uHTS, Pro5-aDG cells, AlphaScreen | AID 624168, 2012 | actives 0.22% (n = 360,000) | alpha-DG glycosylation AlphaScreen (IIH6); 0% Pro5, 100% B10-LARGE cell signal | activation, % at 10 µM;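 active = activation of at least 8% versus controls, or a plate z-score of at least 8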;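 also: Pro5 are CHO cells carrying HIG-tagged alpha-DG that lacks glycosylation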
HTR2A ag = mouse Htr2a agonists via beta-arrestin recruitment, primary screen, cell-based, luminescence; CHO-K1 mHTR2A beta-arrestin complementation; percent of 30 µM serotonin response; activation, % at 7.6 µM; actives 0.66% (n = 360,000); AID 624169, 2012;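 active = activation above a run cutoff, the mean activation of all tested compounds plus 3 SD, cut at about 14% in these data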;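 also: 0% = plate median of compound wells and 100% = 30 µM serotonin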
Target sequence (P35363 whole entry, looked up): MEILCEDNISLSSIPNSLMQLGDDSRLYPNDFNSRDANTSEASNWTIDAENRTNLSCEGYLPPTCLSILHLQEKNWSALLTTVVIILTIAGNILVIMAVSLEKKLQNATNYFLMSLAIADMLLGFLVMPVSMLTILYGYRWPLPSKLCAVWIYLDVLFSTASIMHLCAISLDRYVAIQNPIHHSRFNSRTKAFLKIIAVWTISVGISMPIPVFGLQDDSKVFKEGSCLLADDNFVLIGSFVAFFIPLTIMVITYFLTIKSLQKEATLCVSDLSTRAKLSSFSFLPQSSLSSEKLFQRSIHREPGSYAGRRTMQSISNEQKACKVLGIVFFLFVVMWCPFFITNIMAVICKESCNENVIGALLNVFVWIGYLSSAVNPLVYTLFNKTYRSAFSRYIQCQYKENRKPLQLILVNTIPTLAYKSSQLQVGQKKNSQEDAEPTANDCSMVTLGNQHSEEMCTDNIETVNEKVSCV
MC4R ag barr = MC4R agonists recruiting beta-arrestin, primary screen, cell-based, luminescence, agonist arm of biased-ligand search; Melanocortin receptor 4 (Homo sapiens), P32245; U2OS MC4R beta-arrestin complementation; percent of melanotan II response, DMSO zero; activation, % at 8.9 µM; actives 0.98% (n = 360,000); AID 540308, 2011;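 active = activation above a per-plate cutoff, the mean activation of sample wells on that plate plus 3 SD, cut at about 8% in these data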
Target sequence (P32245 whole entry, looked up): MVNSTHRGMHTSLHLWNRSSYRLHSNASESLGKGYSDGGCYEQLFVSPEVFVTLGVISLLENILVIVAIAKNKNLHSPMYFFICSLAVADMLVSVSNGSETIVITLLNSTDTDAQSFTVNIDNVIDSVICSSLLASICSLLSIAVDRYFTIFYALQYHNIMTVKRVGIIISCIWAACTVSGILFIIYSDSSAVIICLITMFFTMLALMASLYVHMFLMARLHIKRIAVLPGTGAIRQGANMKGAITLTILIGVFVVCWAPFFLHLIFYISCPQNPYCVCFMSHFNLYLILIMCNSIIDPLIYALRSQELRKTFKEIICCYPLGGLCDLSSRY
Glyco luc inh = increase of ERlucT glycosylation luciferase signal, primary screen, N-linked glycosylation inhibitor project, D54 ERlucT cells, luminescence, set 2; AID 588692, 2011; reporter increase, % at 12.5 µM; D54 ERlucT glycosylation luciferase reporter, 24 h; percent of 100 nM tunicamycin response; actives 0.23% (n = 360,000);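 active = mean luciferase reporter signal, scaled so untreated is 0 and the glycosylation-blocking control 100, at or above a set limit in every replicate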;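 also: luciferase carries N-glycosylation sites so blocking glycosylation raises the light; 0% = median of neutral control wells and 100% = median of 100 nM tunicamycin wells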
ABHD5-PLIN5 inh = ABHD5-PLIN5 interaction inhibitors, primary screen, cell lysate, split luciferase complementation, luminescence; actives 0.78% (n = 360,000); AID 602281, 2012; Split G. princeps luciferase complementation, 4 h; inhibition, % at 4 µM; Perilipin-5 (Homo sapiens) + 1-acylglycerol-3-phosphate O-acyltransferase ABHD5 (Homo …;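 active = inhibition above the mean inhibition across every tested compound plus 3 SD, cut at about 22% in these data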;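 also: 0% = DMSO only wells and the 100% control is not disclosed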
H9c2 protect = cardioprotection against H2O2-induced cell death, primary screen, uHTS, H9c2 cells, ATPLite luminescence; H9c2 cardiomyocytes, H2O2 injury protection, 2 h; protection from H2O2 cell death, % at 20 µM; actives 0.63% (n = 360,000);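 active = compounds giving at least 50% protection of heart cells from peroxide-induced death in the single-dose screen, raw or plate-pattern-corrected value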;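 also: 0% = DMSO wells with peroxide and 100% = DMSO wells without peroxide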
ABCB6 inh MLPCN = ABCB6 transporter inhibitors, primary screen, K562-ABCB6 cells, flow cytometry, MLPCN library. ATP-binding cassette sub-family B member 6 (Homo sapiens), Q9NP58. K562-ABCB6 porphyrin accumulation, 1 h; stronger effect = lower value. fluorescence ratio to DMSO, % at 10 µM. actives 0.19% (n = 360,000). AID 602162, 2011;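 active = fluorescence ratio to DMSO below 75%, the collection mean minus 3 SD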;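 also: signal is porphyrin accumulated inside mitochondria; 100% equals median channel fluorescence of DMSO control wells; lower ratio means ABCB6 inhibition with less porphyrin fluorescence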
iPSC survival up = enhancers of single-cell hiPSC survival, primary screen, ATPlite luminescence; survival enhancement, % at 20 µM; AID 602274, 2012; actives 0.044% (n = 360,000); 100% = ROCK inhibitor wells, 0% = DMSO; in the data active = survival enhancement above about 18%;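 also: cells exposed to compounds for 16 hours before the ATP read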
MC4R antagonist = MC4R antagonists of cAMP signaling, primary screen, cell-based, TR-FRET, antagonist arm of biased-ligand search. actives 0.48% (n = 360,000). Melanocortin receptor 4 (Homo sapiens), P32245. AID 540295, 2011. inhibition, % at 6.5 µM. MC4R-expressing cells, MTII-stimulated cAMP, LANCE TR-FRET;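 active = inhibition above its plate's cutoff, the mean of tested wells on that plate plus 3 SD, cut at about 29% in these data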;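 also: 0% = Melanotan II alone and 100% = Melanotan II plus saturating MCL0020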
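System – human MC4R-expressing U2OS cells · Also added – Melanotan II · Dosing – one concentration, 6.5 µM nominal · Timing – 30-min compound, 1-h challenge, 1-h detection, room temperature · Measured by – Eu-cAMP/anti-cAMP TR-FRET, emission 671 nm · Replicates – singlicate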
Granule exo inh = LAMP-1 surface exposure blockers, TALL-104 cells – cell-based, flow cytometry, MLPCN library, primary screen | TALL-104 LAMP-1 surface exposure; cells stimulated with thapsigargin and PMA | AID 651702, 2012 | actives 0.66% (n = 360,000) | inhibition, % at 10 µM;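 active = inhibition above about 55%, limit read from the data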
Active calls of the source: *; · = no result given.

SMILES	aDG glyco act	HTR2A ag	MC4R ag barr	Glyco luc inh	ABHD5-PLIN5 inh	H9c2 protect	ABCB6 inh MLPCN	iPSC survival up	MC4R antagonist	Granule exo inh
CN(C)S(=O)(=O)c1ccc(Cl)c(NC(=O)CN2CCN(Cc3ccc4c(c3)OCO4)CC2)c1	0.1	4	1.2	-5	-4	-5	104	0.4	18	-2
CC(C)n1ncc2c(C(=O)N3CCN(S(=O)(=O)c4cccc(F)c4)CC3)cc(C3CC3)nc21	-0.3	-4	2.3	2	1	-3	100	1.0	7	9
O=C(Nc1ccc(N2CCOCC2)cc1)c1cccc2ccccc12	0.1	1	-3.6	8	-1	-5	96	0.0	-14	-10
COc1cccc(CNC(=O)N2CCN(S(=O)(=O)c3ccc(C)cc3)CC2)c1	-0.1	-3	0.9	0	-11	-6	94	2.4	5	16
Cc1ccc(C(NC(=O)NC(C)c2ccccc2)C(Cl)(Cl)Cl)cc1F (stereo not drawn)	1.2	0	2.0	-11	-4	-11	97	-0.6	10	38
COc1ccc(CNC(=O)CSc2n[nH]c(N)n2)cc1	0.0	1	0.8	0	-1	0	97	0.9	5	5
Cc1ccc(NC(=O)CN(C)C(=O)c2ccccc2Sc2ccccc2C#N)cc1	0.4	1	0.8	-3	-6	-4	99	1.5	9	9
CCCN(CC(=O)Nc1ccccc1OC)C(=O)c1ccc2ncsc2c1	-0.2	1	-1.2	-1	-9	1	89	-0.5	1	0
CCOc1ccc(C(=O)NCC(=O)Nc2cc(C)ccn2)cc1OCC	-0.1	-7	-0.4	2	-2	-1	94	2.2	10	-1
CCOC(=O)Cc1csc(NC(=S)NC(=O)c2cccc([N+](=O)[O-])c2)n1	-0.3	3	-2.0	2	5	-11	100	-0.4	1	-2
O=C(COC(=O)c1ccco1)Nc1nc2c(F)c(F)c(F)cc2s1	0.2	0	0.6	1	-6	-6	95	-0.5	-9	-16
CC1CCN(c2cc(N3CCOCC3)c([N+](=O)[O-])cc2F)CC1	1.6	0	2.7	-3	-1	-17	92	-1.5	1	1
C[C@@H]1CN([C@H](C)CO)C(=O)CCCn2nncc2CO[C@H]1CN(C)Cc1ccccc1C(=O)O	-0.3	3	1.4	2	-5	-3	99	0.9	20	2
Cc1ccc(CC(=O)CCc2ccccc2)cc1	0.0	-1	-0.8	0	-1	0	92	0.5	2	-3
Nc1ccc2c(c1)C(=O)Cc1ccccc1S2	-0.3	3	-0.5	1	-2	3	99	0.2	2	0
CC(=O)Nc1ccc(NS(=O)(=O)c2cc(Cl)ccc2Cl)cc1	0.0	1	-0.6	0	0	-1	92	-0.5	12	1

Limited to aDG glyco act, for two of the compounds above:
structure | aDG glyco act
CCOC(=O)Cc1csc(NC(=S)NC(=O)c2cccc([N+](=O)[O-])c2)n1 | -0.3
O=C(COC(=O)c1ccco1)Nc1nc2c(F)c(F)c(F)cc2s1 | 0.2

Following part.
SMILES	aDG glyco act	HTR2A ag	MC4R ag barr	Glyco luc inh	ABHD5-PLIN5 inh	H9c2 protect	ABCB6 inh MLPCN	iPSC survival up	MC4R antagonist	Granule exo inh
O=[N+]([O-])c1ccccc1S(=O)(=O)Oc1ccccc1/C=N/n1cnnc1	0.9	5	-3.3	-1	4	-1	106	0.5	6	55
CN(CC(=O)Nc1cccc(F)c1)C(=O)C1CCN(S(=O)(=O)c2ccc3c(c2)OCCO3)CC1	-0.1	-3	-1.4	2	-9	-5	95	-0.3	2	-3
CCOc1cc(C(=O)O)cc(Cl)c1OC	0.1	1	-0.8	1	7	13	98	7.6	1	-1
COC(=O)C(Cc1ccccc1)NC(=S)NC(=O)c1ccccc1 (stereo not drawn)	0.0	-3	0.3	2	-2	-2	97	1.7	20	0
COC(=O)[C@@]12C[C@@H](CC(=O)NCc3cccc(C(F)(F)F)c3)C(=O)N(Cc3ccc4c(c3)OCO4)C1=CCC(C)(C)C2	-0.1	-1	·	·	2	·	·	·	·	-2
Cc1cc(C(=O)NCCCN2CCN(c3cc(Cl)ccc3C)CC2)n(-c2ccccc2)n1	0.4	-4	-0.2	-7	12	0	95	-3.0	8	8
COC(=O)c1ccc2c(=O)n(CCCCCC(=O)NCc3ccc4c(c3)OCO4)c(=O)[nH]c2c1	-0.3	-1	-1.2	2	-1	5	95	-1.6	2	0
O=C(COc1ccc(F)cc1)Nc1nccs1	0.0	-2	0.9	-2	8	-12	101	-0.8	12	2
O=C(N/N=C/c1ccc(Cl)cc1)C(=O)N1CCCCCC1	0.2	2	1.0	1	2	-8	97	1.2	0	-1
N=c1c2ccccc2nc2n1CCCCCCC2	0.3	-3	-0.3	0	8	-2	95	-0.1	1	2
N=c1n(Cc2ccc(Cl)cc2)c2ccccc2n1CC(O)COc1ccccc1 (stereo not drawn)	-0.7	-1	12*	-9	11	-22	98	-2.9	-10	33
Cc1noc(C)c1C(=O)OCC(=O)Nc1cc(Cl)ccc1Oc1ccccc1	0.4	-1	0.3	-2	3	3	97	-2.7	7	-7
CC(=O)Oc1ccc2c(=O)c(N3C(=O)c4ccccc4C3=O)c(C)oc2c1	0.0	2	-3.1	-2	1	6	97	1.7	-1	-5
CSCCC(NC(=O)c1ccccc1)C(=O)N1CC=C(c2ccccc2)CC1 (stereo not drawn)	0.0	-6	0.5	-1	2	-3	97	0.1	18	2
CCCn1c(N)c(C(=O)CN2CCc3ccccc3C2)c(=O)n(C)c1=O	0.0	-1	1.3	0	3	18	100	1.6	5	-3
O=C(OCCN1CCCCC1)c1c[nH]c2ccccc12	0.1	-8	-0.3	-2	-1	2	102	-1.9	-7	5
COc1ccccc1N1CCN(C2CCCN(S(=O)(=O)c3ccccc3)C2)CC1 (stereo not drawn)	0.4	-9	-0.1	-1	2	-5	101	-0.3	-4	32
CCn1c(Cc2ccccc2)nnc1SCC(=O)c1c(N)n(C2CC2)c(=O)[nH]c1=O	0.3	10	1.1	2	1	2	98	-0.5	-1	0
COc1cccc(C(=O)N2CCN(Cc3ccccc3[N+](=O)[O-])CC2)c1	0.0	2	-0.2	-1	3	6	103	-1.1	2	-5
O=c1c2ccccc2nc2n1CC/C2=C/N1CCN(c2cccc(C(F)(F)F)c2)CC1	0.2	5	-0.6	7	9	8	87	3.2	-4	4
Cc1nn(C)c(C(=O)Nc2ccc(Br)cc2F)c1Br	0.3	3	13*	-1	-1	-6	104	0.4	7	3
COc1ccc2cc(OC)c(C(=O)N3CCOCC3)cc2c1	0.1	5	-0.2	1	-1	-2	98	1.0	5	0
CC(=O)C1=C(O)C(=O)N(c2nccs2)C1c1ccccc1F (stereo not drawn)	0.1	-4	-2.9	-1	-6	5	102	-0.3	-1	2
COc1ccc(OCC(=O)N2CCN(C(=O)c3ccc(F)cc3)CC2)cc1	-0.2	-6	0.9	0	7	2	105	-0.3	3	-1
CC(C)c1nc(SCC(=O)Nc2ccc3c(c2)OCCO3)c2c(=O)n(C)c(=O)n(C)c2n1	0.7	-1	0.1	0	4	32	100	1.3	-4	-6
COc1ccc(NC(=O)c2ccc(NC(=O)CN3CCC(C(N)=O)CC3)cc2)cc1	0.0	-3	-0.4	-5	-1	-2	96	-2.0	7	-3
Cc1c(-c2cccc(NC(=O)c3ccco3)c2)nc2ncccn12	0.0	10	-3.6	1	-2	8	96	-0.6	-1	0
O=S(=O)(CCN1CCN(c2ccccc2O)CC1)c1ccc(Cl)cc1	-0.3	-2	-0.5	-1	7	-3	95	-0.6	-2	2
C[C@]12c3[nH]c4cc(-c5ccco5)ccc4c3CCN1C(=O)[C@@H](CC(=O)NCCC1=CCCCC1)C[C@@H]2C(=O)N1CCCCC1	-0.1	2	-0.4	-5	2	0	101	1.9	6	8
CC(=O)C1=C(O)C(=O)N(c2cccc(C(=O)O)c2)C1c1ccc(F)cc1 (stereo not drawn)	-0.2	1	-0.7	3	6	4	101	-0.1	-2	6
CN1C(=O)C2(OCCCO2)c2cc(Cl)ccc21	-0.2	-2	-0.5	-1	4	2	109	0.7	7	2
CC(C)c1ccccc1-n1c(SCC(=O)N2CCN(c3ccccc3)CC2)nnc1-c1cccnc1	0.1	-5	0.6	8	5	6	103	-4.7	16	-3
CCC(O)CNc1nc(-n2nc(C)cc2C)nc2sc3c(c12)CC(C)(C)OC3 (stereo not drawn)	2.0	-2	-1.1	0	5	-1	93	2.1	11	-2
C/C(=N\NC(=O)c1cc(-c2cccs2)nc2ccccc12)c1ccccn1	-0.5	-3	-2.2	-14	9	31	94	-3.0	-10	-1
COCCCn1c(SCC(=O)NC2CCS(=O)(=O)C2)nnc1-c1ccc(Cl)cc1 (stereo not drawn)	-0.2	-5	-1.1	2	-9	7	97	-0.2	0	0

No enrichment for hits. Share with any hit: about 4.5%.
